Source: PubChem (School of Medicine, Boston University)
PL biosyn Enam – animal cell phospholipid biosynthesis inhibition, Enamine screen. ZR-82 CHO cells, pyrene fatty acid UV survival, CellTiter Blue; peroxisome-deficient CHO-K1 mutant line; plus DGAT-1, DGAT-2 and ACAT inhibitors. calls only at 10 µM. 20,000 compounds, 0.4% hits. AID 1347385;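 active means cell survival signal 2 SD away from solvent-only control wells, confirmed on one or two retests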;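 further: 3 h compound exposure then viability read about one day after UV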
Calls only; i = inactive; + = active, no number. An excerpt. The share of hits here may be higher or lower than overall.

SMILES | PL biosyn Enam
Fc1ccc(C2=CC(c3ccc(F)cc3)n3nnnc3N2)cc1 (stereo not given) | i
O=C1CCCN1CCCNc1nc(CN2CCCCC2)nc2sc3c(c12)CCC3 | i
O=S1(=O)NC(=NC2CC2)C(c2ccccc2Cl)N1 (stereo not given) | i
O=c1c2c3c(sc2[nH]c(=S)n1C1CCCCC1)CCCC3 | i
O=C(/C=C/c1ccc2c(c1)OCO2)c1ccc(Cl)cc1Cl | i
CS(=O)(=O)Nc1ccccn1 | i
O=C(O)C1(S(=O)(=O)c2ccc(Cl)cc2)CCC1 | i
C=CCOc1c(Br)cc(C2Nc3ccccc3S(=O)(=O)N2Cc2ccccc2)cc1OC (stereo not given) | i
Cc1cc(-n2c(C)cc(C(=O)COC(=O)CCC(=O)c3cc(C)sc3C)c2C)no1 | i
O=C(CSc1ncccn1)NC(=O)NC1CCCC1 | i

Following part.
SMILES | PL biosyn Enam
CCn1c(N)c(C(=O)Nc2sc3c(c2C(=O)NC)CCCC3)sc1=S | i
O=S1(=O)N=C(N2CCCC(C(F)(F)F)C2)c2ccccc21 (stereo not given) | i
Cn1c(=O)c2c(ncn2CC(=O)OCC(=O)c2ccc(Cl)s2)n(C)c1=O | i
CC1CCN(Cc2nc(NN3C(=O)NC4(CCCCC4)C3=O)c3c4c(sc3n2)CCC4)CC1 | i
O=c1c(/C=c2\sc3n(c2=O)C(c2ccccc2)C=C(c2ccccc2)N=3)coc2ccc(F)cc12 (stereo not given) | i
O=C(NC(=S)N1CCOCC1)C12CC3CC(CC(C3)C1)C2 | i
S=c1ncn(-c2ccccc2)n1CN1CCCCC1 | i
O=C(Cn1nnc(-c2cccs2)n1)N1N=C(c2ccco2)CC1c1ccco1 (stereo not given) | i
O=C(COC(=O)C12CC3CC(CC(O)(C3)C1)C2)c1ccc[nH]1 | i
O=C(Nc1ccon1)c1sc2cc(Cl)cc(Cl)c2c1Cl | i

New compounds follow
SMILES | PL biosyn Enam
CCCCCC(C)NCc1sccc1C (stereo not given) | i
Cn1c(N)c(C(=O)CSc2nnc(SCC(=O)c3c(N)n(C)c(=O)n(C)c3=O)s2)c(=O)n(C)c1=O | i
CSc1ccc(COc2ncnc3sc4c(c23)CCC4)cc1 | i
Fc1ccc(-c2csc(SCc3cn4ccccc4n3)n2)cc1 | i
CCCCCC(C)Cn1c(-c2ccc(C(C)(C)C)cc2)n[nH]c1=S (stereo not given) | i
CN(CC(=O)O)C(N)=O | i
Cc1cc(C)c(-c2nc(NC3CCCC3)sc2C)cc1C | i
Cc1ccc(-c2n[nH]c(=S)n2/N=C/C(Br)=C/c2ccccc2)cc1 | i
O=S(=O)(c1ccccc1)c1nc(S(=O)(=O)c2ccc(Cl)cc2)c(Cl)s1 | i
O=C(O)CN1C(=O)NC2(CCCC2)C1=O | i

Other structures follow:
SMILES | PL biosyn Enam
O=C(CN1C(=O)c2cc(Cl)c(Cl)cc2C1=O)c1ccc[nH]1 | i
Fc1ccc(Br)cc1/C=N/n1c(-c2ccc(Cl)cc2)n[nH]c1=S | i
Cc1csc2nc(CSc3nc4sc5c(c4c(=O)n3C)CCC5)cc(=O)n12 | i
N=c1oc2c([N+](=O)[O-])cc(Cl)cc2cc1-c1nc2ccccc2s1 | i
CN(C)S(=O)(=O)c1ccc(=O)n(CC(=O)N(C2CCCC2)C2CCS(=O)(=O)C2)c1 (stereo not given) | i
Cc1ccc(C)c(Nc2nc(-c3ccc([N+](=O)[O-])cc3)cs2)c1 | i
O=S(=O)(Nc1ccc(F)cc1F)c1ccc(Cl)cc1F | i
COc1ccc(OC)c(C2=NNC(=NC3CC3)SC2)c1 | i
O=S(=O)(NC1=NCCC1)c1cccc(NS(=O)(=O)c2ccc3c(c2)OCCCO3)c1 | i
CN=c1scc(-c2ccc(Cl)s2)n1/N=C/c1ccc2c(c1)OCO2 | i

More structures.
SMILES | PL biosyn Enam
COc1ccc(OC)c(-c2n(C)c3ccccc3[n+]2C)c1 | i
Cn1cnc([N+](=O)[O-])c1N1CCN(c2ccccc2O)CC1 | i
COc1ccccc1N=Nc1c(O)ccc2ccccc12 | i
NC(=O)COC(=O)c1ccc(Br)o1 | i
NC1=NC2(CCSCC2)n2c(nc3ccccc32)N1 | i
Cc1cc(=O)[nH]c(N/N=C/c2cc(C)n(-c3ccc(I)cc3)c2C)n1 | i
NC(N)=Nc1nc2cc(Cl)ccc2o1 | i
CN(C)c1ccc(N=Nc2ccc(SC(F)(F)F)cc2[N+](=O)[O-])cc1 | i
O=C(CSc1nnnn1CC1CCCO1)N1CCNC1=O (stereo not given) | i
COc1nc2c(c(=O)n(C)c(=O)n2C)n1C | i

Additional structures:
SMILES | PL biosyn Enam
Nc1nc(N)nc(SCC(=O)N(C2=CCCCC2)C2CC2)n1 | i
Cn1cnnc1Sc1ccc(C2C=C(c3ccc(F)cc3)Nc3nc(C(F)(F)F)nn32)cc1[N+](=O)[O-] (stereo not given) | i
O=S(=O)(Nc1ccc2ccccc2c1)c1ccccc1Br | i
CC(Sc1nc2sc3c(c2c(=O)n1CC1CCCO1)CCC3)C(=O)NCC1CCCO1 (stereo not given) | i
C[n+]1c(/C=C/c2ccc(O)cc2)ccc2ccccc21 | i
CCCCSc1nc2c(c(=O)[nH]1)C(c1sccc1C)C(C(=O)OC(C)C)=C(C)N2 (stereo not given) | i
CN=c1scc(-c2ccccc2Br)n1/N=C/c1cccc(O)c1 | i
CC1CCC2(CC1)NC(=O)N(NC(=O)c1cc3c(s1)CCC(C)C3)C2=O (stereo not given) | i
c1coc(CNc2nc(C34CC5CC(CC(C5)C3)C4)cs2)c1 | i
COCCn1c(O)c(C=Nc2cnccn2)c(=O)[nH]c1=S | i

Further compounds.
mol,PL biosyn Enam
Cc1sc2ncnc(Oc3ccc(Br)cc3Br)c2c1C,i
CNS(=O)(=O)c1c(C)noc1C,i
Cc1sc2nc(CSCC(=O)c3cc(C)n(CCC(C)C)c3C)[nH]c(=O)c2c1C,i
Cc1ccc(/C=N/N=C2\NC(=O)C(CC(=O)O)S2)s1 (stereo not given),i
CC(Sc1nncn1C)c1nnc(-c2cccs2)o1 (stereo not given),i
C=CCOC(=O)C1=C(C)Nc2nc(SCC(C)C)[nH]c(=O)c2C1c1sccc1C (stereo not given),i
C=CCn1c(NC(=O)CC)c(C(=O)OCC)sc1=S,i
COc1cc(NS(=O)(=O)c2ccc(N)cc2)nc(OC)n1,i

The list goes on.
mol,PL biosyn Enam
CC(C)NC(=S)NN=C1CCCCC1,i
Cc1ccc(C(=O)CN2C(=O)NC3(CCCCC3C)C2=O)s1 (stereo not given),i
Cc1sc2ncn(CC(=O)OC(C)(C)C)c(=O)c2c1C,i
O=C(O)CCC(=O)Nc1nc2c(s1)CCCC2,i
Cc1sc2ncnc(NN=C3CCCCCCCCCCC3)c2c1C,i
CCCNC(=O)CN(C)CC(=O)c1c(N)n(CCC)c(=O)n(C)c1=O,i
CCNC(=O)NC12CC3CC(CC(C3)C1)C2,i
O=C(CN1CCCCC1)N1N=C(c2cccs2)CC1c1cccs1 (stereo not given),i

Next results:
mol,PL biosyn Enam
CC(C)(C)c1nnc2sc(SCC(=O)NCc3ccco3)nn2c1=O,i
O=S(=O)(c1ccc2c(c1)OCCO2)N1CCN(c2ccc(Cl)c(Cl)c2)CC1,i
CCOC(=O)C1CCCN(c2cn[nH]c(=O)c2Cl)C1 (stereo not given),i
CCCCCC(=O)NC1=NCCS1,i
Fc1ccc(NC(=S)NN=C2CCCCCC2)cc1,i
CCC(=O)N(c1nnc(SCc2nn3c(=O)cc(C)nc3s2)s1)C1CC1,i
CC1(C)CC2CC(C)(CN2Cn2c(=S)sc3ccccc32)C1 (stereo not given),i
FC(F)C(F)(F)Oc1ccc(N=Cc2cccs2)cc1N=Cc1cccs1,i

Carrying on:
mol,PL biosyn Enam
COC(=O)c1c(C)[nH]c(-c2csc(N)n2)c1C,i
Cc1ccc(Oc2ccc(S(=O)(=O)N3CCOCC3)cn2)c([N+](=O)[O-])n1,i
Oc1ccc(Br)cc1-c1cc(-c2ccco2)[nH]n1,i
O=S(=O)(Oc1ccccc1F)C1=Cc2ccccc2CC1,i
CC1=CC(=O)C(N(C)C2CCS(=O)(=O)C2)=CC1=O (stereo not given),i
O=C(Cn1c(=O)oc2ccccc21)OCCCn1c(=O)[nH]c2ccccc21,i
O=[N+]([O-])c1ccc(OC(F)(F)C(F)(F)F)c([N+](=O)[O-])c1,i
COc1ccc2ccccc2c1/C=N/n1c(-c2ccc(OC(F)F)cc2)csc1=NC1CC1,i

Later entries.
mol,PL biosyn Enam
O=C1CCC(C(=O)Nc2ccnn2C2CCCCC2)=NN1,i
O=S(=O)(Nc1ccc(Br)c(C(F)(F)F)c1)c1ccc(F)cc1,i
CN(C)c1cccc(N=C2C(=O)Nc3ccc([N+](=O)[O-])cc32)c1,i
Cc1cc(C)nc(NCn2c(=S)sc3ccccc32)n1,i
O=C1c2ccccc2C(=O)N1Cn1ncc(Cl)c(Cl)c1=O,i
O=S(=O)(Nc1ccc2c(c1)OC1(CCCC1)O2)c1ccc(Cl)s1,i
Cc1ccc2nc(CSc3nnnn3C)cc(=O)n2c1,i
NS(=O)(=O)c1ccc(NNC(=S)Nc2ccc(SC(F)F)cc2)cc1,i

Later entries
mol,PL biosyn Enam
O=C1C2CC=CCC2C(=O)N1CN1CCCC1c1cccs1 (stereo not given),i
O=[N+]([O-])c1ccc(N=Nc2ccc(NCC(F)(F)C(F)F)cc2)c(Cl)c1,+
CCCCCn1cnnc1SCC(=O)c1c(N)n(C2CC2)c(=O)[nH]c1=O,i
O=C(CSc1nnc(NC2CC2)s1)c1ccc[nH]1,i
COc1ccc(-c2cc3c4c(nc(-c5ccc(C)c(C)c5)nc4n2)Oc2ccc(C)cc2-3)cc1,i
c1csc(CCNc2ncnc3sc4c(c23)CCC4)c1,i
COc1cc(C2C3=C(CCCC3=O)NC3=C2C(=O)CCC3)cc(OC)c1OC,i
COc1ccc2c(COC(=O)COc3ccc4c5c(c(=O)oc4c3)CCC5)cc(=O)oc2c1,i

Next section:
mol,PL biosyn Enam
COCCNC(=S)Nc1ccc(N)c([N+](=O)[O-])c1,i
C[N+]1(CC(O)COCCC23CC4CC(CC(C4)C2)C3)CCOCC1 (stereo not given),i
Cc1sc2nc(CSc3nnnn3C3CC3)[nH]c(=O)c2c1C,i
Fc1ccc(-n2nc(SCc3nnc(-c4ccc(Br)cc4)o3)sc2=S)cc1,i
Cc1nc2ccc3nc(C)sc3c2s1,i
CCCCn1cnc2sc3c(c2c1=N)CCCCC3,i
O=C(CN1C(=O)NC2(CCCCCC2)C1=O)NC(=O)NC1CCCCC1,i
S=c1[nH]nc(-c2ccc(Cl)cc2Cl)n1/N=C/c1ccccc1Br,i

In the list so far, 10 contain an aryl methoxy group:
mol,PL biosyn Enam
C=CCOc1c(Br)cc(C2Nc3ccccc3S(=O)(=O)N2Cc2ccccc2)cc1OC (stereo not given),i
COc1ccc(OC)c(C2=NNC(=NC3CC3)SC2)c1,i
COc1ccc(OC)c(-c2n(C)c3ccccc3[n+]2C)c1,i
COc1ccccc1N=Nc1c(O)ccc2ccccc12,i
COc1nc2c(c(=O)n(C)c(=O)n2C)n1C,i
COc1cc(NS(=O)(=O)c2ccc(N)cc2)nc(OC)n1,i
COc1ccc2ccccc2c1/C=N/n1c(-c2ccc(OC(F)F)cc2)csc1=NC1CC1,i
COc1ccc(-c2cc3c4c(nc(-c5ccc(C)c(C)c5)nc4n2)Oc2ccc(C)cc2-3)cc1,i
COc1cc(C2C3=C(CCCC3=O)NC3=C2C(=O)CCC3)cc(OC)c1OC,i
COc1ccc2c(COC(=O)COc3ccc4c5c(c(=O)oc4c3)CCC5)cc(=O)oc2c1,i

(cont.)
mol,PL biosyn Enam
COCCn1c(C)cc(C(=O)COC(=O)/C=C/c2ccc(Br)o2)c1C,i
O=C(COC(=O)Cn1cc(C(F)(F)F)ccc1=O)NC1CCS(=O)(=O)C1 (stereo not given),i
O=[N+]([O-])c1cc(S(=O)(=O)C(F)(F)F)ccc1Sc1cccc2cccnc12,i
c1csc(-c2nc(-n3cnnc3)c3ccccc3n2)c1,i
CC1CC2=C(Nc3nc(C(F)(F)F)nn3C2c2ccc(Cl)cc2)/C(=C/c2ccc(Cl)cc2)C1 (stereo not given),i
CN(CCOc1ccc(Cl)cc1)Cc1cc2c(cc1O)OCO2,i
C(=C\c1ccc2ccc3cccc4ccc1c2c34)/c1ccccc1,i
N=C(N)N1CCN(Cc2ccc3c(c2)OCO3)CC1,i

Later entries
mol,PL biosyn Enam
NCCN(C(=O)NCCN1C(=O)S/C(=C\c2cccs2)C1=O)C(=O)/C(=C/c1cccs1)SCC(=O)NC1CC1,i
C=CCNc1nc(-c2cc(F)ccc2F)cs1,i
O=C(OCC(=O)c1ccc(Cl)s1)/C(=C/c1cccs1)c1cccs1,i
O=S(=O)(N=C(c1ccccc1)N1CCN(C(c2ccccc2)c2ccccc2)CC1)c1ccccc1,i
CCCCn1nnnc1COC(=O)CN1C(=O)NC2(CCCCC2C)C1=O (stereo not given),i
Cc1cc(=O)[nH]c(N/N=C/c2ccc3c(c2)OCCO3)n1,i
CCCCN(C(=O)C1CCCC1)c1c(N)n(CC(C)C)c(=O)[nH]c1=O,i
CN(C)c1ccc(C2OCC3(CO2)SC(=O)NC3=O)cc1 (stereo not given),i

Retrieved by structure from the entries so far:
mol,PL biosyn Enam
O=S(=O)(N=C(c1ccccc1)N1CCN(C(c2ccccc2)c2ccccc2)CC1)c1ccccc1,i
NCCN(C(=O)NCCN1C(=O)S/C(=C\c2cccs2)C1=O)C(=O)/C(=C/c1cccs1)SCC(=O)NC1CC1,i

Next section
mol,PL biosyn Enam
OC(CSCc1ccc(Cl)cc1)c1ccc2c(c1)CCCC2 (stereo not given),i
NC1=NC2(CCC(c3ccccc3)CC2)n2c(nc3ccccc32)N1 (stereo not given),i
C/C(=N\NC(=O)Cn1nc(C)cc1C)c1ccco1,i
N=C(N)N1CCN(Cc2ccc(Br)s2)CC1,i
COc1ccc(-c2nnc3n2N=C2CCCCC2S3)cc1OC (stereo not given),i
O=C(COC(=O)C1=COCCO1)NCC1CCCCC1,i
Cc1ccc(C)c(S(=O)(=O)N/N=C/c2ccc(C(F)(F)F)cc2)c1,i
Cc1cc2ccccn2c1C(=S)N=P(C1CCCCC1)(N1CCOCC1)N1CCOCC1,i
N=c1oc2c([N+](=O)[O-])cc(Cl)cc2cc1-c1ccccn1,i
